# ELG1 genotoxic: induces genotoxicity in HEK293T cells with luciferase-tagged ELG1 | HEK293T ELG1-luciferase reporter, luminescence, 16 h | Potency, µM (doses to about 46 µM), for inactives: top-dose activity change, positive = activation, actives largely listed as activators | 1.3% of 330,000 active; further: % of control where 0% means no effect; nearly all actives have a fitted effect of over 60% in size
#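 HEK293T cells expressing luciferase-tagged ELG1 were exposed to compound or DMSO vehicle for 16 hr at 37 °C and 5% CO2. Luciferase activity was then measured with ONE-Glo after 30 min at room temperature.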
# BRCA1 expr up: increases BRCA1 expression | 1.1% of 380,000 active | Potency, µM (highest dose often 46.1 µM), inactives show at the top dose activation, most hits filed as activators | MCF7-BRCA1-FFLuc reporter, luminescence, 48 h; response scale: scaled: vehicle 0%, 10 µM genistein 100%; further: nearly all actives have a fitted effect of over 80% in size; some results filed as inactive show a strong effect at the top dose
#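 MCF7 cells carrying a BRCA1-firefly luciferase reporter (2000 cells/well, phenol-red free MEM) were attached for 2 h at 37 °C, then given compounds for 48 h. Luminescence was read 15 min after luciferase reagent; activity normalized to genistein (10 microM) and DMSO.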
# uPA generation: inhibitors of cell surface uPA generation. cell surface uPA generation assay, qHTS. Potency, µM (series often up to 38.3 µM), inactives show at the highest dose activity change, negative = inhibition, hits mostly inhibitors. 0.31% of 330,000 active. AID 540303; active means well fitted inhibition curve with a large enough effect; inconclusive means small, poorly fitted or top-dose-only effect; inactive means no such curve, though single readings can be large or run the other way; tested in mouse RAW 264.7 cells; further: on the % scale 0 is the no-effect control and ±100 the full control effect; nearly all actives have a fitted effect of over 55% in size
# CXXC DNA block: blocks binding of human MLL CXXC domain to DNA. Q03164. Potency, µM (highest dose often 115 µM), without a hit: at the highest dose activity change, negative = inhibition, most hits filed as inhibitors. MLL-CXXC / FITC-HOXA9 DNA fluorescence polarization. 0.037% of 290,000 active. AID 2662; active means well fitted inhibition curve with a large enough effect in the polarisation, with a control signal flat, not every such curve was filed as active; inconclusive means small, poorly fitted or top-dose-only effect, or effect the other way, or a change in a side signal; inactive means no such curve, though single readings can be large or run the other way; the % refers to the polarisation
#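 Purified MLL-CXXC (added from a 7 uM solution) was preincubated 5 min at ambient with pinned compounds in 50 mM Tris-HCl pH 7.5, 50 mM NaCl, 1 mM DTT, 0.05% BSA. Fluorescein-labeled HOX-A9 DNA (50 nM solution) followed, 30 min, then polarization read.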
# Rab9 prom act: Rab9 promoter activation; 2.8% of 320,000 active; Potency, µM (series often up to 9.22 µM), without a hit: top-dose activation, negative = inhibition, usual class: activators; Huh7 Rab9 promoter-luciferase reporter, luminescence, 24 h; further: % of control where 0% means no effect; nearly all actives have a fitted effect of over 60% in size
#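 Quantitative HTS format; Huh7 Rab9-luciferase reporter cells (1500/well) receive compound 2 h post-plating, incubate 24 h at 37 °C, then get luciferase reagent for 10 min before luminescence reading.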
# NPC1 promoter act: activators of NPC1 promoter; Potency, µM (titrated, usually from 9.22 µM), for the others: at the highest dose activation, hits mostly activators; 2.4% of 320,000 active; Huh7 NPC1 promoter luciferase reporter, 24 h; AID 485313;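 further: % of control where 0% means no effect; nearly all actives have a fitted effect of over 60% in size; reporter is driven by a mutant NPC1 promoter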
#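 Stable NPC1-promoter luciferase Huh7 line; cpd (DMSO) 24 h, 37 °C, 5% CO2; Amplite luciferase reagent 10 min RT; luminescence readout. qHTS format.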
# RORgamma inh: ROR gamma (mouse) transcription inhibition. Potency, µM (top dose mostly 53.6 µM), for the others: at the highest dose activity change, negative = inhibition, most hits filed as inhibitors. AID 2551. Drosophila S2 Gal4-RORgamma UAS-luciferase reporter, 20 h. 5.4% of 310,000 active. P51450; further: on the % scale 0 is the no-effect control and ±100 the full control effect; nearly all actives have a fitted effect of over 60% in size
#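 Luciferase reporter read in Schneider cells carrying Gal4-RORγ (mouse) and UAS-Photinus luciferase; cells given compound 1 h before 700 uM copper sulfate induction, then incubated 20 h at ambient temperature.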
# MBNL1 CUG block: MBNL1-poly(CUG) RNA binding inhibition; TR-FRET MBNL1-His/biotin-(CUG)12 binding, 665/545 ratio; Potency, µM (doses to about 57.5 µM), inactives show at the top dose activity change, negative = inhibition, hits mostly inhibitors; 0.036% of 280,000 active; AID 2675; active means well fitted inhibition curve with a large enough effect in the signal ratio, with a control signal flat, not every such curve was filed as active; inconclusive means small, poorly fitted or top-dose-only effect, or effect the other way, or a change in a side signal; inactive means no such curve, though single readings can be large or run the other way; the % refers to the signal ratio; further: on the % scale 0 is the no-effect control and ±100 the full control effect
#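 Compounds (final 92 nM to 58 uM) are added to His-tagged MBNL1 and biotin-(CUG)12, then terbium anti-His antibody and streptavidin-XL665 (5 nM final). After 60 min at room temperature, the 665/545 nm ratio is read.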
# VP16 counter: counter-screen for ROR gamma inhibitors: Gal4-VP16 reporter | Drosophila S2 Gal4-VP16 UAS-luciferase, luminescence, 20 h | Potency, µM (series often up to 53.6 µM), for the others: at the top dose activity, negative = inhibition, most hits filed as inhibitors | 3.5% of 310,000 active | AID 2546;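 further: Gal4-VP16 expression switched on by copper sulfate through the metallothionein promoter; on the % scale 0 is the no-effect control and ±100 the full control effect; nearly all actives have a fitted effect of over 50% in size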
# p53 reactivation: mutant p53 re-activation in reporter cells; AID 504706; H1299 p53-A138V BP100-luciferase reporter, luminescence, 24 h; 0.063% of 320,000 active; Potency, µM (doses to about 92.2 µM), for the others: top-dose activity change, positive = activation, most hits filed as activators; further: % of control where 0% means no effect; nearly all actives have a fitted effect of over 45% in size
#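 p53-null H1299 cells stably carrying temperature-sensitive p53-A138V and a BP100-luciferase reporter were pinned with compounds (4-point, 1:5 series) and held 24 hrs at 37 deg C. Luminescence was read 10 min after detection reagent.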
# FLuc modulator: inhibits or activates purified firefly luciferase, miR-21 counter-screen. 6.9% of 360,000 active. P08659. Potency, µM (titrated, usually from 57.5 µM), for inactives: top-dose activity change, negative = inhibition, actives largely listed as inhibitors. AID 588342. purified FLuc, Km substrates, luminescence inhibition;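 further: plate controls were vehicle for no effect and reference inhibitor for full effect; nearly all actives have a fitted effect of over 55% in size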
#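 Purified P. pyralis luciferase, 10 nM final, with Km-level 10 uM D-luciferin and 10 uM ATP in 50 mM Tris acetate pH 7.5, 10 mM Mg acetate, 0.01% Tween-20, 0.05% BSA; 6-point qHTS titration about 60 µM downward; luminescence read.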
# The depositor's hits bear a star; u = inconclusive; x = no result given; [ ] = remark or other dose. Unless noted, the call rests on the fitted dose curve; in most records, active means well fitted curve in the direction sought with a large enough effect; inconclusive means small, poorly fitted or top-dose-only effect, or another doubt; inactive means no such curve, though single readings can be large; an effect the other way counts as inactive or inconclusive. Potency means the concentration at half of the fitted maximal effect. Not all compounds are listed; count on the stated rates, not on these rows.
SMILES,ELG1 genotoxic,BRCA1 expr up,uPA generation,CXXC DNA block,Rab9 prom act,NPC1 promoter act,RORgamma inh,MBNL1 CUG block,VP16 counter,p53 reactivation,FLuc modulator
CCOC(=O)c1c(NC(=O)Cn2nc(C(=O)O)c3ccccc3c2=O)sc(C)c1C,8%,0%,2%,-1%,0%,-2%,-1%,x,-11%,2%,-2%
CSc1nsc(SC)c1C(=O)N1CCN(S(=O)(=O)c2ccc(C)cc2)C1C (stereo not given),-10%,-13%,2%,-1%,3%,1%,10%,-3%,1%,0%,10%
Cc1ccc(S(=O)(=O)c2c(C)nn(C(C)(C)C)c2OC(=O)c2ccc(Br)o2)cc1,-3%,-78%[inhibitor],-6%,22%,5%,-39%[inhibitor],u,10%,u,-9%,5%
O=C(Nc1ccc2c(c1)OCCO2)c1cccnc1,u,55%,-4%,5%,4µM*,u,-12%,1%,5%,u,u
Cc1onc(-c2c(F)cccc2Cl)c1C(=O)NNC(=O)C1CCN(Cc2ccccc2)CC1,-2%,-5%,5%,-3%,1%,-5%,-12%,6%,-11%,14%,2%
CC(=O)c1ccn(S(=O)(=O)c2ccccc2)c1,7%,1%,-1%,9%,-3%,-2%,15%,-3%,14%,-8%,3%
CC(=O)c1cnn(-c2cc(Oc3ccccc3C)ncn2)c1C,13%,40%,-4%,0%,3%,10%,42%,5%,17%,2%,u
O=S(=O)(N=S(N1CCCCC1)N1CCCCC1)c1ccccc1,0%,5%,-2%,1%,7%,1%,-24%,-7%,6%,-1%,4%
CC1=C(C(=O)N(C)Cc2ccccc2)C2(CCC(C)CC2)OC1=O (stereo not given),-6%,26%,-7%,-2%,-2%,-11%,40%,-23%,-8%,-1%,2%
O=C(Cc1ccc(F)cc1)NC1CCCCCC1,3%,16%,2%,3%,0%,1%,-3%,-7%,0%,u,-3%
O=C1NCCNC(=O)c2ccccc2OCCOc2ccccc21,-3%,-17%,10%,13%,-1%,-1%,16%,-11%,-8%,6%,-1%
CCOC(=O)c1c(-c2ccc(C)o2)csc1NC(=O)COC(=O)c1ccc(NC(N)=O)cc1,3%,-44%,1%,-2%,-4%,1%,-1%,104%[activator],2%,-7%,-9%
COc1ccc(C2=NN(C(=O)CCC(=O)O)C(c3ccc(F)cc3)C2)cc1 (stereo not given),2%,1%,1%,21%,-1%,-5%,5%,9%,18%,x,2%
Cc1cc(C)c(S(=O)(=O)Nc2ccc(N(C)C)cc2)c(C)c1-n1cnnn1,4%,-33%,-3%,2%,6%,-1%,u,-1%,-15%,u,-3%
C=CCn1c(=NC(=O)c2cccs2)sc2cc(NC(C)=O)ccc21,u,6%,-3%,7%,4µM*,u,-7%,4%,-6%,15%,u
CC1CC(C)CN(C(=O)COC(=O)c2ccc3c(c2)OCO3)C1 (stereo not given),4%,49%,8%,x,-1%,3%,x,x,x,u,-17%
CCCCOc1ccccc1/C=N/NC(=O)CC#N,0%,3%,-9%,-5%,-2%,2%,-12%,3%,-2%,-6%,6%
O=C(CN1CCCCC1)n1c2ccccc2c2ccccc21,1%,-1%,-4%,-18%,1%,-4%,-25%,x,-12%,-6%,-3%
CCN(CC)CCNC(=O)c1ccc(NC(=O)COc2ccccc2F)cc1,1%,-2%,-4%,0%,-2%,-10%,2%,-5%,-2%,-4%,-2%
Cc1ccc(OCC(=O)c2cc(C)c(C)cc2C)c([N+](=O)[O-])n1,3%,-4%,-6%,-3%,25%,4%,11µM*,8%,u,u,-6%
O=C1C=C(Nc2ccccc2)c2ccccc2C1=O,-16%,-96%[inhibitor],-4%,8%,-37%[inhibitor],-41%[inhibitor],u,u,u,-10%,u
Cc1ccc(Cl)c(OCC(=O)N2CCc3ccccc3C2)c1,16%,18%,-11%,-2%,u,30%,4%[1.91 µM],-3%,u,x,u
O=C(c1cc(-c2ccccc2)on1)N1CCN(c2ccccc2)CC1,-5%,22%,1%,2%,-2%,1%,u,5%,4%,18%,24µM*
COc1cc(N)ccc1C(=O)O,x,0%,1%,-2%,x,x,-1%,0%,-11%,x,-2%
O=S(=O)(c1ccc(NC(=S)N/N=C/c2ccc(N3CCOCC3)cc2)cc1)N1CCOCC1,-1%,-1%,0%,16%,-5%,-3%,u,55%[activator],6.3µM*,-8%,-19%
# Following part.
SMILES,ELG1 genotoxic,BRCA1 expr up,uPA generation,CXXC DNA block,Rab9 prom act,NPC1 promoter act,RORgamma inh,MBNL1 CUG block,VP16 counter,p53 reactivation,FLuc modulator
COC(=O)CSc1ncnc2c1sc1nc(-c3ccco3)c3c(c12)CC(C)(C)OC3,3%,x,x,9%,-12%,-1%,7%,1%,-9%,4%,3%
CCCn1c(N)c(Br)c(=O)[nH]c1=O,3%,-1%,2%,-3%,2%,-1%,-32%,-16%,5%,0%,3%
CC(=O)N1c2ccc(S(=O)(=O)NCCC(=O)Nc3ccc(F)cc3)cc2CC1C (stereo not given),-1%[9.26 µM],-27%,-3%,10%,1%,-2%,16%,-2%,-2%,-3%,-1%
Cc1ccc(N2CC(C(=O)Nc3ncc([N+](=O)[O-])s3)CC2=O)cc1 (stereo not given),-9%,-4%,4%,-9%,4%,-2%,u,u,0%,-19%,-7%
C=CCN1CCCC1CNC(=O)c1cc2[nH]nnc2cc1OC (stereo not given),-3%,21%,8%,x,5%,6%,x,x,x,5%,-1%
CN(C)S(=O)(=O)c1ccc(SCC(=O)N2CC(=O)Nc3ccccc32)nc1,-1%,-15%,3%,x,2%,1%,x,x,x,-4%,-2%
CSc1ncccc1C(=O)OCC(=O)N(C)C,1%,21%,-5%,12%,-2%,-1%,1%,-8%,-12%,-5%,-1%
O=C(NCCN1CCCCC1)c1ccc(Oc2cc(Cl)cc(Cl)c2)o1,-2%,-10%,-3%,-3%,-2%,-5%,33%,x,-5%,-4%,-3%
Nc1nc(-c2ccc(F)cc2)cs1,u,67%,1%,1%,u,13%,0%,u,5%,5%,u
C#Cc1ccc([C@H]2C=C(C(=O)OCC=C)O[C@@H](OCC)[C@@H]2CCCO)cc1,-1%,0%,17%,-12%,7%,0%,13%,-7%,-10%,4%,0%
Cc1ccc(OC(C)C(=O)Nc2ccc(S(=O)(=O)N3CCOCC3)cc2)cc1 (stereo not given),-3%,-5%,-4%,19%,0%,-1%,18%,-4%,-2%,-8%,3%
COc1ccc(C(=O)OCC(=O)NC2CCCCCC2)c(OC)c1,-1%,-16%,-4%,x,0%,-7%,x,x,x,6%,5%
NC(=O)CC(NC(=O)Cc1cccc2ccccc12)c1ccc(NCCc2ccccc2F)c([N+](=O)[O-])c1 (stereo not given),4%,6%,-7%,-13%,-1%,2%,-21%,-2%,0%,-2%,0%
COc1cc(OC)cc(C(=O)N[C@H](C(=O)OCc2cc(=O)oc3cc(C)ccc23)C(C)C)c1,-2%,-18%,-8%,9%,-1%,-4%,5%,8%,-4%,-2%,8.5µM*
O=C(COC(=O)COc1ccccc1)NC1CCCC1,0%,-2%,-10%,x,-4%,-4%,x,x,x,2%,2%
O=C(CN(CCc1ccccc1)C(=O)CNS(=O)(=O)c1ccc(F)cc1)NCc1ccco1,2%,-8%,-1%,-2%,-4%,-4%,31%,-7%,12%,-2%,2%
Cc1ccc2c(C)c(C(=O)N(Cc3ccccc3)C3CCS(=O)(=O)C3)oc2c1 (stereo not given),-2%,-31%,-4%,15%,1%,2%,13%,-11%,4%,-3%,-1%
COC(=O)C1CC(=O)N(Cc2ccccc2)C1 (stereo not given),0%,-2%,10%,8%,-1%,-2%,-17%,-11%,10%,-3%,-3%
COc1ccccc1OCCNC(=O)Cc1ccc(S(=O)(=O)N2CCOCC2)s1,3%,5%,-1%,x,-9%,-5%,x,x,x,-2%,4%
COc1ccc(-c2nc(NC(=O)CCNC(=O)c3ccco3)sc2C)cc1,-14%,-15%,u,4%,-1%,-1%,u,-1%,-1%,-3%,-5%
O=C(Nc1ncn[nH]1)c1ccccc1O,0%,15%,9%,-6%,15%,2%,u,-4%,-22%,0%,3%
CC1CC2(NC(=O)NC2=O)C(C)CN1C (stereo not given),1%,-10%,-4%,-2%,1%,-2%,-46%,-4%,11%,-6%,3%
CCCCCCc1nc(C(N)=O)c2[nH]c(=O)n(-c3ccc(OCC)cc3)c2n1,11%,-20%,11%,0%,0%,-4%,-30%,2%,-26%,-10%,3%
CCC(C)NC(=O)CCSCCC(=O)NC(C)CC (stereo not given),0%,-14%,0%,-2%,0%,-1%,-15%,x,-21%,3%,2%
